PfHsp90 yeast 2: reduces growth (ATP signal) of yeast expressing P. falciparum Hsp90; inhibition, % at 9.4 µM; S. cerevisiae expressing PfHsp90, BacTiter-Glo ATP, 48 h; yeast lacking PDR1 and PDR3 efflux regulators; AID 504621; hit rate 0.32% among 310,000;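 active = every replicate shows inhibition above about 80%, whatever the replicate mean, limit read from the data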;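 note: 0% = DMSO neutral controls and 100% = 20 µM radicicol positive controls; yeast relying on Plasmodium falciparum Hsp90 in place of its own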
C-LANA FP: blocks KSHV LANA C-terminal domain binding to DNA. inhibition, % at 9 µM. MBP-C-LANA/FAM-LBS DNA binding, fluorescence polarization. hit rate 0.078% among 340,000;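 active = highest replicate inhibition at or above 60% at 9 µM, even if other replicates fall short; inactive = all replicates below 60% inhibition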;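 note: 0% = neutral control wells and 100% = 4 µM acridine orange control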
RTF Ca sens act: increases calcium sensitivity of human cardiac regulated thin filaments | P19429+P45379 | IANBD-labeled TnC RTF fluorescence at EC20 calcium; 0% EC20 calcium, 100% full calcium | activation, % at 7.2 µM | hit rate 0.24% among 340,000 | AID 493008;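 active = activation above the mean over all tested compounds plus 3 SD, cut at about 30% in these data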;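 note: rise in fluorescence read as greater calcium sensitivity of cardiac thin filaments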
Rtt109 HAT inh: blocks Candida albicans Rtt109/Vps75 acetyltransferase activity | Q5AAJ8 | purified Rtt109/Vps75, ThioGlo CoA-SH fluorescence, 4 h | inhibition, % at 34.9 µM | hit rate 0.16% among 330,000;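 active = inhibition of at least 50% in every replicate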
Target sequence (Q5AAJ8 whole entry, looked up): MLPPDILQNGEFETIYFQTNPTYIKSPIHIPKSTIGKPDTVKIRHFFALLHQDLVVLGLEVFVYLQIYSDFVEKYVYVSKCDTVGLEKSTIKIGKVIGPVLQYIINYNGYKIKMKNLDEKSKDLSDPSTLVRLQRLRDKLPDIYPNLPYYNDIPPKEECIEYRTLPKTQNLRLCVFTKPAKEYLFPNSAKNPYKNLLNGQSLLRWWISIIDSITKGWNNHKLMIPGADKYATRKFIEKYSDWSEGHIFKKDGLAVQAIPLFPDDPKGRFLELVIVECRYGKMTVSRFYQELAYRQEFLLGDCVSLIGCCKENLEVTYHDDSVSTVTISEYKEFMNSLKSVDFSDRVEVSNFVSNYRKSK
PvdQ inh: blocks Pseudomonas aeruginosa PvdQ acylase activity | purified PvdQ acylase, fluorescence plate reader | inhibition, % at 10 µM | hit rate 0.063% among 340,000; in the data active = inhibition above about 30%, passing the limit was not always enough;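 note: 0% = vehicle neutral wells and 100% = reference inhibitor wells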
NSD2 inh: NSD2 (human) methyltransferase inhibition; O96028; NSD2 peptide methylation, AlphaScreen, 120 min; inhibition, % at 12.5 µM; hit rate 0.54% among 310,000; AID 743445; in the data active = inhibition above about 50%
RTF Ca sens inh: cardiac RTF calcium desensitization. P19429+P45379. IANBD-labeled cardiac RTF, Ca2+ fluorescence. inhibition, % at 7.15 µM. hit rate 0.12% among 340,000. AID 493244;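 active = inhibition above the mean inhibition of all tested compounds plus 3 SD, cut at about 17% in these data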;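 note: assay run at fixed EC70 calcium of 1.6 mM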
Keap1 Nrf2 FP: Keap1-Nrf2 (human) interaction inhibition. Q14145. Keap1 Kelch-Nrf2 peptide fluorescence polarization, 1536-well. inhibition, % at 9.4 µM. hit rate 0.15% among 340,000; in the data active = inhibition above about 12%;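 note: human Keap1 Kelch domain with fluorescein labeled Nrf2 9mer peptide probe; 0% = neutral control wells and 100% = peptide positive control; higher means more block of Keap1 binding to Nrf2 peptide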
Target sequence (Q14145 whole entry, looked up, the tested form may be a part): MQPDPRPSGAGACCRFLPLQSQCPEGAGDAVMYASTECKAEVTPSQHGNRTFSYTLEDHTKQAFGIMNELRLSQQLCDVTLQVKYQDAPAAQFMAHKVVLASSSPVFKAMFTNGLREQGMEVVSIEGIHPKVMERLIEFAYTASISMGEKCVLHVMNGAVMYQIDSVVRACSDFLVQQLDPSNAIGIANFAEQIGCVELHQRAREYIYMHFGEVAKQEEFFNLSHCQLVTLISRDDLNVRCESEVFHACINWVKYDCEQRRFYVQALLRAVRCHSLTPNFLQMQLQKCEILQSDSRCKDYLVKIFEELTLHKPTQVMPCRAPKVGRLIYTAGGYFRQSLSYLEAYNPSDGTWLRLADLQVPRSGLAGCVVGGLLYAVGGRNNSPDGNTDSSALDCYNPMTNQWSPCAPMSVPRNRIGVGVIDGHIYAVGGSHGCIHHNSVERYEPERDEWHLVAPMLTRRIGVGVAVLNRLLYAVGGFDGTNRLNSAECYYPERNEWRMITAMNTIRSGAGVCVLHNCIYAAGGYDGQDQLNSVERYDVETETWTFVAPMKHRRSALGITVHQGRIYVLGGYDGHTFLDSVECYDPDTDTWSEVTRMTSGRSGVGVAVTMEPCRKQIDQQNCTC
dFosB act: enhances mouse delta FosB homodimer DNA binding. P13346. purified delta FosB, TAMRA-CDK5 oligo fluorescence polarization; percent of positive-control signal above neutral wells. activation, % at 25 µM. hit rate 0.99% among 340,000. AID 493131;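 active = mean activation above about 17%, with every replicate also reaching it, limit read from the data, passing the limit was not always enough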;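 note: fluorescence polarization rise as delta FosB binds a TAMRA Cdk5 AP-1 oligo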
SUMO Mot1 rescue: blocks SUMOylation pathway, rescuing yeast Mot1-301 growth; S. cerevisiae Mot1-301 growth rescue, ATP luminescence, 38.5C; percent above DMSO median, 100 means doubled; growth rescue, % at 18.8 µM; hit rate 1% among 320,000;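 active = every valid replicate shows activation above 250% relative to neutral control wells; inactive = the rest, any valid replicate at or below 250%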;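 note: OY570 slx delta 5 strain wells were the positive control but not used for scaling; some compounds called inactive have numbers as strong as hits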
CDK5 inh: inhibitors of human CDK5/p35 kinase; inhibition, % at 10 µM; Q00535+Q15078; Recombinant CDK5/p35, ADP-Glo luminescence, 60 min; hit rate 0.01% among 330,000;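 active = highest replicate inhibition of at least 50% and at least 75% of replicates reaching 50%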;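 note: plate controls were DMSO neutral control for no effect and GW8510 at 10 µM for full effect; many of its hits are not listed in these tables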
The depositor's hits bear a star; i = inactive; x = no result given.

molecule	PfHsp90 yeast 2	C-LANA FP	RTF Ca sens act	Rtt109 HAT inh	PvdQ inh	NSD2 inh	RTF Ca sens inh	Keap1 Nrf2 FP	dFosB act	SUMO Mot1 rescue	CDK5 inh
Cc1ccc(S(=O)(=O)Nc2cccc(CP(=O)(c3ccccc3)c3ccccc3)c2)cc1	-13.0	-1.7	3.3	4.7	-12.1	-1.5	3.2	-3.9	-11.6	12.4	-0.8
COc1ccc(F)cc1S(=O)(=O)Nc1cc2c3c(c1)CC(=O)N3CCC2	-7.2	-1.7	-7.7	-6.0	-3.1	-2.0	-1.6	0.9	-10.0	0.9	1.3
CCCc1cc(=O)[nH]c(SCC(=O)Nc2ccc(OC(F)F)cc2)n1	11.9	4.6	-6.3	19.8	16.9	-2.2	-2.5	2.7	-5.6	14.3	0.7
Cc1nnnn1-c1ccc(CC(=O)O)cc1	-6.3	3.0	2.9	7.1	6.1	-1.9	-1.3	-4.8	1.9	-2.2	1.0
CCC(=O)c1ccc(OCC(=O)Nc2ccccc2N2CCCCC2)cc1	16.3	0.5	0.6	-0.3	-10.6	-2.8	0.6	-2.5	-3.2	-3.6	0.6
Cc1ccc(Nc2ncccc2C(N)=O)cc1[N+](=O)[O-]	-5.9	0.0	0.6	x	6.7	9.0	1.5	1.7	-9.3	-10.7	0.3
COc1ccc(C2(CNC(=O)c3ccccc3[N+](=O)[O-])CCOCC2)cc1	-28.9	1.3	-1.0	3.9	-6.6	-0.8	1.0	1.7	-1.6	18.4	-0.8
CC(C)NC(=S)N/N=C/c1sc(N2CCCCC2)nc1-c1cccs1	-37.0	1.0	20.7	-0.1	-23.2	-0.7	-1.5	-1.3	1.9	16.9	1.0
COC(=O)c1nc(NC(=O)C(C)C)n[nH]1	2.7	1.6	0.1	-7.1	-10.2	-0.1	3.0	0.0	4.5	-7.3	-1.9
COc1ccc2oc(C(=O)N(CC(C)C)C3CCS(=O)(=O)C3)c(C)c2c1 (stereo not given)	x	1.0	2.9	0.2	-7.8	30.4	-9.5	3.7	-6.5	8.0	1.0
COc1cc(C(=O)N[C@@H](Cc2c[nH]c3ccccc23)C(=O)O)cc(OC)c1OC	0.5	1.2	0.1	-2.3	-9.1	1.9	4.0	3.9	-3.3	-12.5	-2.0
Cn1cc(CN2CCCC(C(=O)c3nccn3C)C2)c(-c2cccc(Cl)c2)n1 (stereo not given)	2.8	-0.3	-2.2	4.6	26.7	1.3	-14.5	-4.8	-1.9	4.2	-0.1
CC(C)CCCN1C(Nc2ccccc2)=NC[C@@H]1CC(C)C	-0.1	0.5	2.3	11.8	-18.9	x	2.1	0.6	-7.1	440.9	-0.3
COC(=O)/C(C#N)=C/c1ccc(N2CCOCC2)c([N+](=O)[O-])c1	-15.5	0.3	-6.5	-14.3	-7.8	-1.9	-5.8	-1.8	-8.7	10.6	0.5
Cc1ccccc1OCC(=O)OCC(=O)Nc1ccc(N2CCOCC2)cc1	18.9	0.3	-1.1	-1.3	-13.7	1.5	-6.3	-2.6	-5.2	-13.5	-1.3
O=C(CNCCO)NC12CC3CC(CC(C3)C1)C2	0.9	-0.1	1.6	-10.7	-15.1	-5.7	-4.4	-2.1	-4.8	-16.8	3.9
CCOc1ccc(C(=O)NCC(=O)OC2CCOC2=O)cc1OCC (stereo not given)	-15.7	0.9	5.7	3.3	-13.8	-1.3	-1.5	-4.1	-1.3	-8.2	-0.2
C=CCNC(=O)/C(C#N)=C/c1c(N2CCN(c3cccc(Cl)c3)CC2)nc2c(C)cccn2c1=O	3.3	4.3	0.6	-0.2	-8.9	0.6	-1.4	2.5	-9.2	-14.5	-1.1
COc1ccc(-c2nc3ccccc3o2)cc1NC(=O)c1ccc(Br)o1	-1.0	-0.4	-0.1	-3.5	-10.1	x	-3.4	-5.7	73.0*	-12.8	0.8
COc1cc(C2C3=C(CC(C)(C)CC3=O)OC3=C2C(=O)CC(C)(C)C3)cc([N+](=O)[O-])c1O	-71.0	-1.1	-1.6	7.0	-18.3	3.7	-1.6	-1.5	-4.2	145.4	1.5
O=C(N/N=C/c1ccc(O)cc1)c1ccc(NC(=O)c2ccccc2Br)cc1	-3.9	-0.3	-2.0	-1.5	3.7	5.9	2.4	3.5	2.4	x	-1.0
CCN=C1SC(CC(=O)Nc2ccc(N3CCOCC3)cc2)C(=O)N1CC (stereo not given)	8.6	-1.9	8.1	-0.1	-0.5	-1.0	-21.0	-6.1	-4.7	-5.8	-3.7
CCOC(=O)c1ccc(-n2c(C)nc3ccccc3c2=O)cc1	-13.8	-1.3	2.2	-13.6	-9.1	-5.6	-7.7	-2.8	-2.3	54.3	1.4
O=C(COC(=O)CNC(=O)c1ccccc1Cl)Nc1ncc(C(F)(F)F)cc1Cl	-10.8	-1.6	-2.8	8.0	-17.2	-0.4	-4.0	-6.6	-8.9	-9.6	5.2
C[C@H]1COC(=O)[C@H](CC(=O)OC(C)(C)C)C/C=C\C[C@@H](CC(=O)NCCO)C(=O)N1	-4.0	-1.3	0.8	-8.2	-11.9	x	-12.2	-4.3	2.6	-19.3	3.3
CC(=O)NC1C(Oc2ccccc2C)OC2COC(c3ccco3)OC2C1O (stereo not given)	12.3	-1.2	-2.1	-0.2	-11.0	-1.8	-12.1	-0.6	-1.8	285.5	-2.9
O=C(O)C1CCC(CNCc2ccccc2Cl)CC1 (stereo not given)	-3.3	0.9	17.0	-11.5	-3.5	-0.1	-1.9	-5.3	-6.8	-3.9	2.1
Cc1ccc(C)c(S(=O)(=O)N2CCN(C(=O)CCC(=O)NCc3ccc(Cl)cc3Cl)CC2)c1	0.3	-1.1	-5.7	12.6	9.5	-4.4	1.6	-1.3	-7.0	x	2.3
COc1cc(C(=O)Nc2sc3c(c2C(=O)O)CCC(C)C3)cc(OC)c1OC (stereo not given)	5.4	-2.0	2.7	-14.1	0.5	0.2	-8.9	-0.5	-3.5	438.0*	-0.4
Cc1cc(=O)n(C(C)(C)C)c(=O)n1Cc1ccccc1	18.2	2.9	-7.3	-13.9	1.9	-2.0	3.7	1.6	1.3	164.9	-0.1
O=C(CN1CCN(c2ccccn2)CC1)Nc1cccc(Cl)c1Cl	-13.4	0.1	1.9	0.9	-6.9	x	-0.1	1.3	-3.4	34.1	-0.3
Cc1nn(-c2ccccc2)nc1C(=O)NN	-26.6	-0.5	-3.0	1.0	-1.7	28.9	1.4	-5.8	1.3	-10.6	0.1
CCN(CC)CCCN1C(=O)C(O)=C(C(=O)c2ccc(C)o2)C1c1ccc(C)o1 (stereo not given)	2.8	1.0	7.8	4.9	-10.2	5.4	-11.6	-5.9	2.1	-15.1	-6.9
O=C(c1cc(COc2ccc(F)cc2Cl)on1)N1CCc2sccc2C1	0.8	1.1	1.4	-8.5	-11.2	12.2	-3.6	1.2	-8.8	93.7	-0.9
O=C(CCc1ccc(O)c(O)c1)N/N=C/c1cc2c(cc1[N+](=O)[O-])OCO2	-13.9	1.9	-1.1	6.8	-12.6	17.2	-5.4	-6.6	-8.0	26.2	2.2
Cc1cc(N2CCOCC2)n2ncc(-c3ccccc3)c2n1	10.2	-0.6	-1.2	-1.6	-4.9	-7.1	1.5	-0.8	-8.4	-10.7	-0.3
C=C(C)CSc1nc(N)c(C#N)c(-c2ccc(C)cc2)c1C#N	-0.4	0.1	-10.7	0.5	-1.3	-6.5	-2.1	0.3	-2.8	23.3	-1.0
COc1ccc2[nH]c3c(c2c1)CCN1C(=O)C(CC(=O)NCc2ccco2)C[C@H](C(=O)N(C(C)C)C(C)C)[C@@]31C (stereo not given in full)	-6.2	0.2	-0.3	4.4	-10.9	x	-6.7	4.3	-13.5	x	0.1
Oc1c(Cl)cc(Cl)cc1/C=N/Nc1ncc(Br)cn1	-7.2	-0.1	-2.3	0.6	10.0	-5.4	-16.3	-1.1	1.9	206.9	-0.9
COC(=O)c1ccccc1NC(=O)Cc1nc(-c2ccccc2)sc1-c1ccc(C)cc1	-7.0	-0.3	-1.4	-36.6	-8.2	-1.8	-3.5	-5.7	-9.1	-3.4	-0.4
CC(C)(CNC(=O)c1cc(Cl)c(O)c(Cl)c1)N1CCCCC1	-4.2	-0.7	-7.6	x	-0.6	-6.4	-4.5	-8.5	1.3	-5.3	-0.1
Cc1cccc(N2CCN(C(=O)n3ccnc3)CC2)c1C	21.5	-1.2	-2.0	-8.8	-7.0	-1.4	-4.3	-1.2	-4.1	15.0	2.3
C[C@@H]1CN(S(=O)C(C)(C)C)[C@@H](CCO)/C1=C\c1ccccc1 (stereo not given in full)	-0.4	2.9	-3.5	-4.9	-16.0	x	-8.0	-0.9	5.5	x	-0.3
CC(C)(C)NC(=O)CN(C(=O)c1ccc(CN2CCOCC2)o1)c1ccc2c(c1)OCCO2	6.3	-0.4	-1.4	-1.3	-4.4	-0.8	1.5	2.8	-1.5	13.4	-1.3
COc1ccc(-n2nnnc2SCc2nc3ccccc3s2)cc1	3.1	0.3	8.5	-1.8	-7.9	-3.3	-5.2	-1.2	-2.4	-13.1	1.7
COc1ccc(C(=O)NC2=Nc3ccccc3N=C(C)C2c2ccccc2)cc1 (stereo not given)	18.2	-0.3	-0.8	4.5	-7.0	2.2	-7.7	-2.3	0.9	407.9	-2.4
C=CCOc1c(CNc2ncn[nH]2)cccc1OC	1.9	0.1	1.5	5.9	-14.6	0.2	-2.1	0.6	-0.9	20.9	1.4
CC1CN(C(=S)NC(=O)c2ccco2)CC(C)O1 (stereo not given)	30.7	-1.3	0.1	1.6	-5.3	-1.8	-6.0	-5.8	-4.1	-15.4	-2.5

Printed as active in SUMO Mot1 rescue, of those listed so far:
structure	PfHsp90 yeast 2	C-LANA FP	RTF Ca sens act	Rtt109 HAT inh	PvdQ inh	NSD2 inh	Keap1 Nrf2 FP	dFosB act	SUMO Mot1 rescue	CDK5 inh
COc1cc(C(=O)Nc2sc3c(c2C(=O)O)CCC(C)C3)cc(OC)c1OC (stereo not given)	5.4	-2.0	2.7	-14.1	0.5	0.2	-0.5	-3.5	438.0*	-0.4

More results.
molecule	PfHsp90 yeast 2	C-LANA FP	RTF Ca sens act	Rtt109 HAT inh	PvdQ inh	NSD2 inh	RTF Ca sens inh	Keap1 Nrf2 FP	dFosB act	SUMO Mot1 rescue	CDK5 inh
Cc1ccc(OCC(=O)N(Cc2ccco2)C2CCS(=O)(=O)C2)cc1C (stereo not given)	-5.1	0.2	0.6	12.6	1.2	x	-0.5	-4.6	-13.0	3.8	0.2
O=C(Nc1ccccc1OC(F)F)c1cc2c(s1)CCC2	-4.3	0.4	-8.1	-10.6	1.8	0.6	-4.9	0.2	-11.0	-6.2	0.5
O=C(Cn1cnc2ccccc21)N1CCc2ccccc21	17.3	-0.4	-6.2	x	10.7	0.4	-6.9	0.7	-4.7	5.2	-1.5
O=C(c1cc(-c2ccc(O)cc2)on1)N1CCCC1	-5.0	-0.2	3.7	5.0	-14.0	4.9	-11.8	-1.1	-4.5	i	2.2

Outcome played no part in choosing rows. About 3.2% of those tested had a hit in this group.
